From PubChem BioAssay
TWEAK-Fn14 inh: inhibitors of TWEAK-Fn14 signaling, primary screen, luciferase reporter cells, uHTS; TWEAK-stimulated Fn14 reporter cells, luciferase luminescence, 8 h; inhibition, % at 10 µM; actives 2% (n = 360,000); in the data active = inhibition above about 50%
SRC3 inh: SRC3 coactivator transcriptional activity inhibitors, primary screen, cell-based, luminescence. Nuclear receptor coactivator 3 (Homo sapiens), Q9Y6Q9. HEK293 GAL4-SRC3 luciferase reporter. inhibition, % at 3.6 µM. actives 0.17% (n = 360,000). AID 588352, 2011;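 active = inhibition above a per-campaign cutoff, the mean of all compounds plus 3 SD, cut at about 60% in these data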;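 also: 0% = DMSO-treated cells and 100% = gossypol-treated cells at 36 µM; higher means less SRC3-driven luciferase light from the GAL4 reporter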
NR2F2 inh: NR2F2 transcriptional activity inhibitors, primary screen, cell-based, luciferase reporter, HEK293T, luminescence. COUP transcription factor 2 (Homo sapiens), P24468. inhibition, % at 8.6 µM. actives 0.7% (n = 370,000). HEK293T NGFI-A luciferase reporter;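 active = inhibition above a per-plate cutoff, mean inhibition of test wells between control levels plus 3 SD, cut at about 38% in these data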;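 also: cells cotransfected with COUP-TFII expression vector driving the NGFI-A reporter; 0% = median of COUP-TF2 test wells and 100% = reporter-only cells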
Target sequence (P24468 whole entry, looked up): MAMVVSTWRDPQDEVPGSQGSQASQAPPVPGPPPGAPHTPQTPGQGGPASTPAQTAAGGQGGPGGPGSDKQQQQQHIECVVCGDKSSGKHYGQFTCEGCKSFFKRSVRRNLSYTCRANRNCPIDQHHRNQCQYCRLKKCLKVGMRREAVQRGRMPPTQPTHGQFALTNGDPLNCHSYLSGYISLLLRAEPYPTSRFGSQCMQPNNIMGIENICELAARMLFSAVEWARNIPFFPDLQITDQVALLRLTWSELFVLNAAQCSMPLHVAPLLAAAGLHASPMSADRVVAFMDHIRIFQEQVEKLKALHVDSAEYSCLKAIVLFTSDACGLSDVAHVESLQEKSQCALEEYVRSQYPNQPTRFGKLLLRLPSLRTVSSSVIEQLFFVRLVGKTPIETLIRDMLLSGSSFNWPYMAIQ
NCOA2 inhibitor: inhibition of GAL4-SRC2 driven luciferase reporter, primary screen, SRC2 inhibitor project, cell-based, luminescence; Nuclear receptor coactivator 2 (Homo sapiens), Q15596; HEK293 GAL4-SRC2 luciferase reporter; inhibition, % at 9 µM; actives 0.17% (n = 370,000);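 active = inhibition above the mean inhibition of all tested compounds plus 3 SD, set per campaign, cut at about 52% in these data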;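 also: 0% = DMSO treated cells and 100% = cells given Gossypol at 36 µM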
SRC1 inh: SRC1 coactivator transcriptional activity inhibitors, primary screen, cell-based, luminescence; actives 0.12% (n = 360,000); inhibition, % at 3.6 µM; Nuclear receptor coactivator 1 (Homo sapiens), Q15788; HEK293 GAL4-SRC1 luciferase reporter;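 active = inhibition above the campaign mean plus 3 SD, with each screening campaign given its own cutoff, cut at about 60% in these data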;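 also: 0% = DMSO treated cells and 100% = gossypol at 36 µM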
Exocytosis inh: LAMP-1 surface exposure blockers, TALL-104 cells – cell-based, flow cytometry, MLPCN library, primary screen | actives 0.66% (n = 360,000) | AID 651702, 2012 | TALL-104 LAMP-1 surface exposure; cells stimulated with thapsigargin and PMA | inhibition, % at 10 µM;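 active = inhibition above about 55%, limit read from the data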
TLR9-MyD88 inh: inhibitors of TLR9-MyD88 association in cells, primary screen, cell-based, CHO, BLA complementation, fluorescence | AID 504734, 2011 | inhibition, % at 4.98 µM | Toll-like receptor 9 (Homo sapiens) + Myeloid differentiation primary response protein … | actives 0.21% (n = 340,000) | CCF4 FRET ratio;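 active = inhibition above the mean over all tested compounds plus 3 SD, cut at about 21% in these data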;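 also: 0% = DMSO only wells and 100% = clavulanate BLA inhibitor control wells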
NR5A2 inv ag: LRH-1 (NR5A2) inverse agonists, primary screen, cell-based, luminescence, HEK293T, StAR-luciferase reporter. Nuclear receptor subfamily 5 group A member 2 (Homo sapiens), O00482. LRH-1 transfected, 24 h. inhibition, % at 3.6 µM. actives 0.13% (n = 360,000);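 active = inhibition above the mean inhibition of all tested compounds plus 3 SD, cut at about 73% in these data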;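 also: 0% = DMSO wells and 100% = reporter-only cells lacking LRH-1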
Target sequence (O00482 whole entry, looked up): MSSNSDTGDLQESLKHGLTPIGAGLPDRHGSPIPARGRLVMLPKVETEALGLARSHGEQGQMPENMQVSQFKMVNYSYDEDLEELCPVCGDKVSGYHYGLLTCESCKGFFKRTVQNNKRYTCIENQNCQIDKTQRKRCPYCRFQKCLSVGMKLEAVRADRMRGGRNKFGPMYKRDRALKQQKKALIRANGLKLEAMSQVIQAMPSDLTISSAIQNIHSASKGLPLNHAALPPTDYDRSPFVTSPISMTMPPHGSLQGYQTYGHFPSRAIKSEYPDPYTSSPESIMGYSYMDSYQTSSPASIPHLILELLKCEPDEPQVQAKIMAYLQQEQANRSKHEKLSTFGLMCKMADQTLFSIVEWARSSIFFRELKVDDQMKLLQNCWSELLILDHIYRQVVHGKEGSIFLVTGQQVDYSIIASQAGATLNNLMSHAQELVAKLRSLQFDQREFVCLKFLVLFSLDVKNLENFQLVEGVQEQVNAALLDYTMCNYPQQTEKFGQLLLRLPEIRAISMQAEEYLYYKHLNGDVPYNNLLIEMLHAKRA
ABHD5-PLIN5 inh: ABHD5-PLIN5 interaction inhibitors, primary screen, cell lysate, split luciferase complementation, luminescence. Split G. princeps luciferase complementation, 4 h. Perilipin-5 (Homo sapiens) + 1-acylglycerol-3-phosphate O-acyltransferase ABHD5 (Homo …. inhibition, % at 4 µM. actives 0.78% (n = 360,000);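 active = inhibition above the mean inhibition across every tested compound plus 3 SD, cut at about 22% in these data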;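 also: 0% = DMSO only wells and the 100% control is not disclosed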
NOD2 RIPK2 PPI: NOD2-RIPK2 binding disruptors in cells, primary screen, fluorescence, CHO cells, BLA complementation. Receptor-interacting serine/threonine-protein kinase 2 (Homo sapiens), O43353. CCF4 ratio. inhibition, % at 4.98 µM. actives 0.38% (n = 360,000). AID 624267, 2012; in the data active = inhibition above about 21%;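 also: 0% = vehicle only and 100% = reference blocker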
TROY signal inh: inhibitors of TROY-driven NF-kB signaling, primary screen, Q293 LMP1-TROYcd cells, NF-kB luciferase, uHTS | Q293 LMP1-TROYcd NF-kB luciferase reporter, 4 h | inhibition, % at 10 µM | actives 0.98% (n = 360,000);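 active = compounds whose plate-normalised and pattern-corrected inhibition of the luciferase reporter signal at the single screening dose is 50% or more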
An asterisk follows results filed as active; x = no result given.

SMILES	TWEAK-Fn14 inh	SRC3 inh	NR2F2 inh	NCOA2 inhibitor	SRC1 inh	Exocytosis inh	TLR9-MyD88 inh	NR5A2 inv ag	ABHD5-PLIN5 inh	NOD2 RIPK2 PPI	TROY signal inh
O=C1COc2ccc(C(=O)COC(=O)Cc3ccc(F)cc3)cc2N1	9	7	11	-6	-9	2	6	-5	1	-1	-25
Cc1ccc(S(=O)(=O)N2CCCCC2)cc1NC(=O)CSc1ncccn1	-15	24	-26	-5	-10	7	-2	4	-3	-18	-10
Cc1ccc(NC(=O)Nc2cnccn2)c(C)c1	0	-16	1	-53	-10	22	0	-36	5	-4	-54
COc1ccc(-n2nc(C(=O)NCC(=O)N3CC(C)CC(C)C3)c3ccccc3c2=O)c(OC)c1 (stereo not given)	29	-5	4	3	-8	4	-9	-19	-10	1	-17
CC1CCc2sc(C(=O)OCC(=O)NCc3ccc(F)cc3)cc2C1 (stereo not given)	-13	1	-10	-2	-9	28	3	16	6	7	3
Cc1ccc(C2=NN(CC(=O)NCc3ccco3)C(=O)CC2)cc1	-10	12	10	6	5	-4	-14	-12	16	-1	-19
CN(C)c1ccc(/C=C(/NC(=O)c2ccccc2)C(=O)N/N=C/c2ccc([N+](=O)[O-])c(O)c2)cc1	-18	-49	-9	-95	-48	-2	4	-57	4	-14	-29
CC1(C)CC(=O)C(C=NCCCN2CCCC2=O)=C(O)C1	-5	18	-7	5	-1	8	-2	14	-2	-2	-16
CC(C)(C)c1ccc(-c2nc(NCc3cccnc3)c3ccccc3n2)cc1	8	-25	-12	-64	-46	4	1	-53	-9	6	-17
O=C(c1ccccc1)c1ccc(-n2ccnc2)c([N+](=O)[O-])c1	3	-17	-11	-20	-4	-1	-4	0	2	-6	-15

Reprinted at random: two entries already listed, in no set order.
SMILES	TWEAK-Fn14 inh	SRC3 inh	NR2F2 inh	NCOA2 inhibitor	SRC1 inh	Exocytosis inh	TLR9-MyD88 inh	NR5A2 inv ag	ABHD5-PLIN5 inh	NOD2 RIPK2 PPI	TROY signal inh
Cc1ccc(NC(=O)Nc2cnccn2)c(C)c1	0	-16	1	-53	-10	22	0	-36	5	-4	-54
CC(C)(C)c1ccc(-c2nc(NCc3cccnc3)c3ccccc3n2)cc1	8	-25	-12	-64	-46	4	1	-53	-9	6	-17

Additional records follow:
SMILES	TWEAK-Fn14 inh	SRC3 inh	NR2F2 inh	NCOA2 inhibitor	SRC1 inh	Exocytosis inh	TLR9-MyD88 inh	NR5A2 inv ag	ABHD5-PLIN5 inh	NOD2 RIPK2 PPI	TROY signal inh
CN(C)c1cccc(C(=O)OC(C(=O)Nc2ccc([N+](=O)[O-])cc2Br)c2ccccc2)c1 (stereo not given)	-16	13	4	7	-8	0	-5	-3	0	0	3
O=S(=O)(NCC1CCCO1)c1cc(Cl)ccc1Cl (stereo not given)	-7	-1	6	24	-3	-5	4	18	1	7	-21
CCCCCn1c(N2CCC(Cc3ccccc3)CC2)nc2c1c(=O)[nH]c(=O)n2C	41	-9	x	x	0	1	-12	13	-8	3	48
CC(C)(C)NC(=O)NC(=O)COc1ccccn1	-24	-10	-11	-9	14	0	-5	8	1	-4	-5
O=C(NCCCn1ccnc1)/C(=C/c1ccco1)NC(=O)c1ccco1	8	19	1	-3	3	1	0	4	0	-13	-2
Cc1ccc(NS(=O)(=O)c2ccc(-c3coc(C)n3)cc2)c(C)c1	-6	14	-5	15	2	0	-1	0	-4	1	10
N/C(=N\OC(=O)Cc1ccccc1)c1cccnc1	-11	-25	-1	-22	-20	1	7	6	3	-7	14
COc1ccc([N+](=O)[O-])cc1NC(=O)CCc1ccccc1	29	11	14	12	-2	-9	-4	-18	-4	5	4
CCOC(=O)C(CC)(CC)C(=O)/C=C/c1ccc(OC)cc1	5	28	13	15	17	-2	0	14	19	-1	-56
O=S(=O)(c1cc(Cl)sc1Cl)N1CCCC1	-18	16	10	-19	-1	9	7	-9	-4	-6	-2
COc1ccc(C2C(C#N)=C(C)NC3=C2C(=O)c2ccccc23)cc1 (stereo not given)	-11	14	2	-2	-6	-2	5	-10	-4	-10	-13
CCc1ccc(/C=C2/SC(=S)N(CCC(=O)Nc3cccnc3)C2=O)cc1	-41	-4	19	12	-24	1	-2	15	2	-4	-40
COc1ccc(C(=O)NCc2oc(-c3ccccc3)cc2C(=O)O)cc1	3	18	-10	-10	11	-4	-4	9	3	9	10
CC(C)CNC(=O)c1ccc(NC(=O)c2cccs2)cc1	-15	-43	-11	-17	-26	1	-8	-54	-3	12	-54
O=C(c1cc(-c2cccs2)nc2ccccc12)N1CCN(c2ccccc2)CC1	36	-2	10	10	-13	4	-1	-6	-2	-8	-16
Cc1cc(NCc2ccccc2Cl)n2nnnc2n1	-14	-25	-6	9	-6	-3	-3	-20	-15	6	6
CC1CN(C(=O)COC(=O)c2ccc(N)c([N+](=O)[O-])c2)CC(C)O1 (stereo not given)	-36	9	10	-29	-7	-4	5	19	5	-1	-28
COC(=O)c1ccc(CNC(=O)CSc2nnc(COc3ccccc3)n2C)o1	-7	15	2	-12	1	-2	-2	-10	1	-2	-3
O=C(Nc1ccc(Sc2ccc(Br)cc2)cc1)c1ccco1	12	-1	-15	-3	-11	3	-2	-9	-5	-2	-15
O=C(CSc1ccc(Cl)cc1)NN=C1CCCCCC1	-29	17	14	14	1	-1	8	-13	3	0	-25
Cc1c(NC(=O)c2c([N+](=O)[O-])cnn2C)c(=O)n(-c2ccccc2)n1C	7	3	-5	-2	2	3	2	-16	-3	-5	-7
O=C(Cc1ccccc1)Nc1ccc(SC(F)F)cc1	0	-52	-24	-26	-183	-6	-16	-97	-14	-12	-37
O=c1[nH][nH]c2nc(C(F)(F)F)cc(C(F)(F)F)c12	-1	-5	14	3	20	-3	7	-1	6	-8	12
COc1ccccc1[C@]1(C)ON(c2ccccc2C(F)(F)F)C1=O	16	7	-2	26	-21	12	-2	15	-4	0	-3
COCCN(C(=O)COC(=O)c1ccccc1NCc1ccco1)c1c(N)n(Cc2ccccc2)c(=O)[nH]c1=O	2	-2	7	9	-52	16	-10	3	3	1	-33
CN1CCN(C(=O)/C(=C\c2ccc3c(c2)OCO3)NC(=O)c2cccs2)CC1	2	5	1	8	-11	-1	7	1	3	-8	-22
O=C(Nc1ccc(Cl)cc1)c1cc(S(=O)(=O)N2CCOCC2)cs1	42	11	26	5	19	1	-2	0	-2	-22	5
Cc1ccc(-c2nnn(CC(=O)N(Cc3ccccc3F)C(C(=O)NC3CCCC3)c3ccncc3)n2)o1 (stereo not given)	2	-19	-6	-3	-18	2	-8	-10	4	-4	7
CCc1cc(=O)oc2cc(OCC(N)=O)c(Cl)cc12	-3	1	-4	-20	6	1	1	20	0	-6	-18
C[C@@H]1CN([C@H](C)CO)C(=O)CCCn2cc(nn2)CO[C@H]1CN(C)S(=O)(=O)c1ccc(Oc2ccccc2)nc1	9	17	6	5	-3	-4	-6	-11	2	-2	-12
CN(CCOc1ccc(Cl)cc1)C(=O)c1cccc(S(=O)(=O)N2CCN(c3ccccc3)CC2)c1	50*	4	59*	30	15	-6	-7	31	4	-3	30
COC(=O)c1cccc(NC(=O)C(C)N2C(=O)c3ccccc3C2=O)c1 (stereo not given)	-20	6	-3	5	-2	-3	-4	-13	-1	10	-24
COc1ccc(S(=O)(=O)N2CCCCCC2)cc1C(=O)N(C)Cc1ccc(Cl)cc1Cl	-6	5	-3	8	1	-2	9	13	1	-2	21
COc1ccc(CN2CN(S(=O)(=O)c3ccccc3)c3nc4ccccc4nc32)cc1	-12	-40	-8	-30	-61	-1	2	-65	-1	-10	-10
COc1ccc(NC(=O)c2cc(-c3ccccn3)nc3ccccc23)cc1S(=O)(=O)N(C)C	17	10	-3	17	5	6	1	37	-1	-5	13
COc1ccc(CCNC(=S)NCc2cccs2)cc1OC	3	4	2	22	-5	-3	-11	-5	-2	10	9
Oc1c(Cl)cc(Cl)c(Cl)c1Cc1c(O)c(Cl)cc(Cl)c1Cl	64*	27	22	29	5	8	14	11	-1	1	80*
Cc1ccc([N+](=O)[O-])cc1S(=O)(=O)N1CCCCC1C(=O)O (stereo not given)	1	13	-22	7	-4	0	-7	-4	1	3	9
Cn1c(=O)c2c(nc(NCc3ccc4c(c3)OCO4)n2Cc2ccccc2Cl)n(C)c1=O	12	-4	3	3	10	0	-1	14	7	-1	-10
COc1ccccc1NC(=S)c1ccccc1	2	2	2	-27	-3	0	5	-19	1	1	0
CCOC(=O)C1=CCN(S(=O)(=O)c2ccccc2Cl)C1c1ccc(C)cc1 (stereo not given)	18	2	6	-14	-6	-3	x	3	-3	-2	11
CCOc1ccc(S(=O)(=O)N2CCN(C(=S)NCC3CCCO3)CC2)cc1 (stereo not given)	1	12	1	-7	-7	-2	-1	-7	-5	4	2
Cc1ccc(N=CC2=C(O)CC(c3ccc(Cl)cc3)CC2=O)cc1 (stereo not given)	-30	8	2	10	-3	-3	-5	0	-3	-7	14
CCN(CC)CCN1C(=O)C(=O)/C(=C(/O)c2ccc(OC(C)C)cc2)C1c1cccs1 (stereo not given)	-4	-15	-1	-17	-95	17	1	-33	-1	1	-9
COc1ccc(/C=C2\SC(=S)N(CCCC(=O)N3CCOCC3)C2=O)cc1OC	22	0	-2	9	7	17	7	-15	7	-28	-2
Cc1ccc(S(=O)(=O)N2CCN(c3ccccc3)CC2)cc1C(=O)NC1CCCCC1	1	2	-10	-8	18	37	1	-15	-8	-15	23
CCc1nnc(SC(C)C(=O)Nc2nccs2)n1C (stereo not given)	0	20	-10	9	19	1	-7	4	1	-4	-4
C#CCOCCOCCOCCNc1nc(N2CCN(C(=O)CCCCCCCCCCNC(=O)[C@H](CO)n3cc(CCCSC)nn3)CC2)nc(N2CCN(C(=O)CCCCCCCCCCNC(=O)[C@H](CCCN=C(N)N)n3cc(C[C@@H](C)CC)nn3)CC2)n1	-9	-42	x	x	-9	-3	7	8	70*	21*	-2
O=C(NCc1ccc(Cl)cc1)c1noc2c1CCCC2	-10	-16	-17	-6	-9	1	12	-25	-2	5	-24
Cc1ccc(-n2c(=O)[nH]c3ncccc3c2=O)cc1	0	12	12	5	-6	-1	0	6	0	1	5
CNS(=O)(=O)c1cccc(C(=O)OCc2csc(-c3ccccc3)n2)c1	24	-15	-11	12	-12	4	-13	-4	-7	14	12
CCOC(=O)C(NCCc1ccc(F)cc1)(NC(=O)CC)C(F)(F)F (stereo not given)	6	20	18	-16	-15	-3	2	11	2	-2	-7
Cn1cc(/C=C/C(=O)N2CCCC(C(=O)c3ccc(C(C)(C)C)cc3)C2)cn1 (stereo not given)	-2	22	7	-51	-10	1	2	-2	-4	-2	-1

A portion of the library. The share of hits here may be higher or lower than overall.
